Shn3 3UTR inh = inhibitors of Schnurri-3 3'UTR reporter in osteoblasts; AID 588674; Clone20 osteoblast Shn3 3'UTR firefly luciferase, 24 h; hit rate 0.52% among 360,000; inhibition, % at 12.5 µM;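 active = mean inhibition of at least 75% with every replicate also reaching 75%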;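 note: 0% = median of neutral control wells and 100% = pilot-screen positive control compound; some compounds past the cut are filed as inactive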
PDI inh = inhibitors of human protein disulfide isomerase; PDI insulin aggregation turbidity, A650, 90 min; inhibition, % at 10 µM; hit rate 0.052% among 350,000; AID 588391;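 active = mean inhibition across replicates of 30% or more, whatever share of single replicates reach that level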;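 note: absorbance from insulin aggregation driven by PDI reduction with DTT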
Cardio protect = myocardial damage modulation in H9c2 cells | hit rate 0.63% among 360,000 | H9c2 cardiomyocytes, H2O2 injury protection, ATPLite, 2 h | protection from H2O2 cell death, % at 20 µM;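 active = compounds giving at least 50% protection of heart cells from peroxide-induced death in the single-dose screen, raw or plate-pattern-corrected value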;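 note: 0% = DMSO wells with peroxide and 100% = DMSO wells without peroxide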
NR2E3 ag-1 = NR2E3 (human) agonism | GST-NR2E3/biotin-RetCOR TR-FRET, 1536-well | Q9Y5X4 | inhibition of corepressor binding, % at 4.78 µM | hit rate 0.12% among 320,000 | AID 2300;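 active = percent inhibition above the cutoff of mean plus 3 SD of all tested compounds, set per screening campaign, cut at about 20% in these data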;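 note: 0% = DMSO wells and 100% = biotin wells as full block of FRET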
Target sequence (Q9Y5X4 whole entry, looked up): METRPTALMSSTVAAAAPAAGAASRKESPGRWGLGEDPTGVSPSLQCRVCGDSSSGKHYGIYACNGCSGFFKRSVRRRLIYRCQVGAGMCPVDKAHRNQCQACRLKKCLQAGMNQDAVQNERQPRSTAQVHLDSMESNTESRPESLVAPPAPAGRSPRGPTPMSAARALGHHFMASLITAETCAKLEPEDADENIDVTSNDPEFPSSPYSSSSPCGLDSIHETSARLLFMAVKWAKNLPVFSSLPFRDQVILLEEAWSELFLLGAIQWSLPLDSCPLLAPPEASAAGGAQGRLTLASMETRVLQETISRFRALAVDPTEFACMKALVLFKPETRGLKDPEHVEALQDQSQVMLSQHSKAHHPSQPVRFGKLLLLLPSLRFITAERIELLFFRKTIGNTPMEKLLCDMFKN
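Assay system: NR2E3–RetCOR corepressor complex. Quantity: 1.35 nM GST-NR2E3. Buffer or medium: pH 7.5 Tris-based buffer. Reagent: biotinylated RetCOR corepressor at 7 nM final. Schedule: 5 h at 4 °C. Detection: TR-FRET, emission read at 617 and 671 nm. Replicates: one well per compound, singlicate testing.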
CaV13 ICDI inh = Disruptors of the CACNA1D IQ motif to Ca2+-dependent inactivation inhibitor domain association, primary screening, Förster resonance energy transfer in intact living … | HEK cells, CFP/YFP FRET ICDI-IQ, plate reader, 10 min; percent FRET-ratio fall versus neutral wells | inhibition, % at 12.3 µM | hit rate 0.098% among 340,000;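 active = mean replicate inhibition of at least 30% and at least 1% of replicates passing that level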;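 note: 0% = median of the neutral control wells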
Peg3 promoter = Peg3 promoter activity inhibition; HeLa PEG-Prom luciferase reporter, luminescence, overnight; AID 588405; inhibition, % at 20 µM; hit rate 1.7% among 360,000;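 active = inhibition of at least 50% at 20 µM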
HIF-2a block = blocks HIF-2a reporter activity; inhibition, % at 18.8 µM; 786-0 RCC cells HIF-2a reporter, luciferase luminescence, overnight; hit rate 0.72% among 360,000; AID 624352;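 active = inhibition of the luminescence signal of 40% or more relative to plate controls, in a single-dose primary screen at 18.75 µM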
TRPM1 prom inh = MITF TRPM1 promoter inhibition in SK-MEL-5 cells; inhibition, % at 12.5 µM; SK-MEL-5 TRPM1 promoter luciferase, 24 h; hit rate 0.83% among 330,000;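 active = mean inhibition across replicates of 60% or more, whatever share of single replicates reaches that level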; note: values of inactives mirror those of a sister screen read the other way
HTR2A ag = agonists of mouse serotonin 5-HT2A receptor (HTR2A) | P35363 | CHO-K1 mHTR2A beta-arrestin complementation, luminescence; percent of 30 µM serotonin response | activation, % at 7.6 µM | hit rate 0.66% among 360,000;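 active = activation above a run cutoff, the mean activation of all tested compounds plus 3 SD, cut at about 14% in these data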;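 note: 0% = plate median of compound wells and 100% = 30 µM serotonin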
Target sequence (P35363 whole entry, looked up): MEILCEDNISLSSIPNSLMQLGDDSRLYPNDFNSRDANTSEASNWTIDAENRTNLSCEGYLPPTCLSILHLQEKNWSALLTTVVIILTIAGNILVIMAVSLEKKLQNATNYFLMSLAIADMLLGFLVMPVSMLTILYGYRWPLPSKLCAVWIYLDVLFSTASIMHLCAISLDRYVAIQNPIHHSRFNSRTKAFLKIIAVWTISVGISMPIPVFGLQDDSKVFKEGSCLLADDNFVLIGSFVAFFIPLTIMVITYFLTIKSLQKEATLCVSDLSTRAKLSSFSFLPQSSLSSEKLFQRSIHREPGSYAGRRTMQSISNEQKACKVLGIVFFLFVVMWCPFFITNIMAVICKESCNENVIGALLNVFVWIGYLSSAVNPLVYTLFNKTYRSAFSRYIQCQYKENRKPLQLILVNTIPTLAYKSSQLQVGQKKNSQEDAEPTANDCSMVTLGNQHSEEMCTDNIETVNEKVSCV
NR2E3 ag-2 = activates human NR2E3 receptor. hit rate 0.35% among 360,000. inhibition of corepressor binding, % at 3.98 µM. AID 602229. CHO-S Gal4-NCOR/VP16-NR2E3 two-hybrid, luciferase;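 active = inhibition above the mean of all tested compounds plus 3 SD, cut at about 70% in these data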;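 note: 0% = DMSO with NR2E3 transfected cells and 100% = cells lacking NR2E3 construct; higher means lower luciferase signal from less NR2E3 corepressor binding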
iPSC survival up = enhancers of human iPSC single-cell survival; hiPSC single-cell survival, ATPlite luminescence; 100% = ROCK inhibitor wells, 0% = DMSO; survival enhancement, % at 20 µM; hit rate 0.044% among 360,000; AID 602274; in the data active = survival enhancement above about 18%;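 note: cells exposed to compounds for 16 hours before the ATP read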
Active calls of the source: *; . = no result given. No enrichment for hits. Share with any hit: about 3.9%.

item	molecule	Shn3 3UTR inh	PDI inh	Cardio protect	NR2E3 ag-1	CaV13 ICDI inh	Peg3 promoter	HIF-2a block	TRPM1 prom inh	HTR2A ag	NR2E3 ag-2	iPSC survival up
1	Cc1ccc(Br)cc1S(=O)(=O)Nc1cccnc1	3	-1	-4	.	-2	7	20	1	5	16	0.1
2	CC(=O)Nc1cc(-c2ccccc2N(C)C)cn2c(-c3ccccc3)cnc12	63	2	3	.	-8	-8	-24	.	-8	-49	-0.1
3	COc1cc(/C=C/C(=O)OCc2cn3cc(Cl)ccc3n2)ccc1O	11	5	-5	0	6	14	4	12	-4	-14	-0.1
4	O=C1N[C@H](Cc2c[nH]c3ccccc23)COC(=O)[C@H](Cc2ccc(F)cc2)C/C=C\C[C@H]1CC(=O)N(CCO)Cc1ccccc1	27	24	52*	.	-6	28	20	4	1	3	9.0
5	COc1ccccc1CC(=O)c1ccc(OCc2ccccc2)cc1	-31	2	-19	1	-5	-116	-217	-45	-3	-2	2.7
6	CCOc1ccc(NC(=O)CN2C(=O)C(C)SC(C)C2=O)cc1 (stereo not drawn)	9	-4	4	-3	3	21	12	11	2	10	0.0
7	COc1ccc(NC(=O)COC(=O)C2C3CC4OC(=O)C2C4C3)cc1 (stereo not drawn)	5	9	4	5	-3	-6	-28	-1	5	1	0.4
8	O=C(NCCc1ccc(Cl)cc1)c1ccc(S(=O)(=O)N2CCCC2)cc1	6	-5	-2	2	-2	10	17	14	-2	9	1.0
9	Cc1ccccc1CN1CCC(n2nccc2NC(=O)c2ccc3c(c2)OCO3)CC1	3	-6	4	-2	-3	8	19	14	-8	5	1.8
10	Cc1cc2c(cc1S(=O)(=O)CCC(=O)N1CC(C)CC(C)C1)OCC(=O)N2 (stereo not drawn)	-12	.	-3	2	11	-4	11	.	4	2	2.5
11	CN(C)S(=O)(=O)Oc1ccc(C(=O)Nc2cccc(C(F)(F)F)c2)cc1	11	-7	-26	1	2	-26	-63	10	-6	11	-2.8
12	COc1cc(F)cc(-c2ccc3c(c2)c(-c2cccs2)c(-c2cc(OC)cc(OC)c2)n3C)c1	8	-1	-3	2	-6	4	12	-4	4	-47	0.9
13	COc1cccc(C(=O)Nc2nnc(SCC(=O)NC3CC3)s2)c1	-41	-15	-9	3	-2	-75	-75	-13	4	-8	-0.7
14	COc1cc2c(cc1OC)CN(C(=O)CCNS(=O)(=O)c1ccc(Br)cc1)CC2	-15	4	-1	0	-15	31	15	-1	-1	-17	-0.3
15	CN(C)c1cc(NC(=O)CN2CCOCC2)c2ccccc2n1	3	-2	3	0	.	0	25	.	8	3	1.4
16	C=C(C)Cn1c(NCCOC)nc2c1c(=O)[nH]c(=O)n2C	16	10	-10	-2	.	7	12	6	-2	-25	-0.2
17	CC(/C=N/n1c(COc2ccccc2)n[nH]c1=S)=C\c1ccccc1	-28	8	-12	1	-4	22	25	2	-4	-1	-0.6
18	COc1ccc(CN(C)C(=O)c2cccc(NS(=O)(=O)c3ccccc3)c2)c(OC)c1	15	-9	-6	0	-6	6	-3	-1	-3	17	-0.1
19	CCN(CC)S(=O)(=O)c1ccc(NCC2COc3ccccc3O2)c([N+](=O)[O-])c1 (stereo not drawn)	3	0	-8	-1	-4	16	-17	-2	-7	-27	0.1
20	N#Cc1ccc(NC(=O)Cn2c3[n+](c4ccc(C(F)(F)F)cc42)CCCCC3)cc1	-12	3	9	2	-2	5	14	4	6	-12	-0.4
21	COc1ccc(C2(C(=O)Nc3nncs3)CCCC2)cc1	-6	0	7	4	-7	9	11	3	-3	6	0.1
22	COc1ccccc1-n1c(CNc2ccc(F)cc2)nnc1SCC(=O)Nc1cc(C)on1	-3	2	-13	1	.	-1	7	-12	-3	-9	-1.4
23	CCOc1ccc(NC(=S)/C(=C(\[O-])c2ccc(C)c([N+](=O)[O-])c2)[n+]2ccccc2)cc1	19	10	-38	-2	.	-55	-89	19	1	-64	-1.2
24	O=C(NC1CC1)c1ccc(CS(=O)c2ccccc2)o1 (stereo not drawn)	-5	.	2	-2	-3	-2	5	.	1	11	2.4
25	CSc1ccccc1NC(=O)Nc1ccc(Cl)cc1	8	-4	-15	5	-5	-182	-385	-32	-6	-54	-4.0
26	O=C(/C=C/c1ccccc1)CC(O)(c1ccccc1)C(F)(F)F (stereo not drawn)	-14	17	-11	-2	-7	105*	73*	31	-3	14	-1.7
27	Cc1cc(C(=O)CSc2n[nH]c(N)n2)c(C)n1-c1ccccc1	-79	6	-13	1	-3	-162	-140	-4	-2	-66	-0.8
28	CNC(=S)Nn1cnc2ccccc21	-11	-2	2	1	-3	-3	6	20	7	0	-0.5
29	CC1=C(C(=O)O)N2C(=O)C(NC(=O)c3nn(C)c(C)c3Cl)C2SC1 (stereo not drawn)	-5	3	8	2	-5	5	13	-10	3	8	0.7
30	O=c1c2c(nc3cc(-c4ccc(Br)cc4)[nH]n13)CCCC2	-55	9	-17	3	1	-363	-255	-105	0	-132	-1.1
31	CCN(CC(=O)NCc1cccs1)C(=O)/C=C/c1ccc(Cl)c(Cl)c1	-10	0	-5	2	-6	27	8	0	-3	11	0.0
32	Nc1ncnc2c1ncn2[C@@H]1O[C@H](C(=O)N2CCN(c3nc4ccccc4o3)CC2)[C@@H](O)[C@H]1O	1	.	1	.	-6	1	8	.	-1	-7	1.2
33	Cc1ccccc1OCc1nnc(SCC(=O)NCc2ccco2)n1C	9	0	5	4	1	5	9	9	-1	-7	5.3
34	O=C(NCCc1ccccc1)C(=O)NCC1CCCN1S(=O)(=O)c1cccs1 (stereo not drawn)	-11	8	9	-1	-17	16	-12	1	7	-33	0.0
35	N#Cc1cnc(SCCc2ccccc2)nc1N	-38	-1	15	2	-5	-141	-162	-41	0	-51	3.0
36	CC(=Nc1ccc(C)c(C)c1)C1=C(O)CSC1=O	-58	-3	-5	5	-6	-270	-226	-120	-5	-128	-0.5
37	CCCCn1c(SCC(=O)NCc2ccco2)nc2ccccc2c1=O	17	9	16	-2	-5	16	10	-5	3	-8	-1.8
38	COc1cccc(CN2CCC(n3nccc3NC(=O)C3CC3)CC2)c1	-8	-5	-1	0	-3	-4	0	2	-3	-4	2.3
39	COC(=O)[C@H](C(C)C)n1c(C)c(C(C)=O)c(C(C)=O)c1C	-9	5	-1	3	.	0	25	1	3	-6	4.6
40	CS(=O)(=O)N(CC(=O)N1CCN(c2ccccc2)CC1)C1CCCCC1	-5	-3	3	-2	-4	8	10	-1	2	5	-0.1
41	O=C(O)Cn1c(=O)c(-c2ccccc2)nc2ccccc21	-29	-3	0	1	-9	5	3	12	5	2	-0.2
42	CCn1c(=O)c2c3c(sc2n2c(SCc4ccc(F)cc4)nnc12)CCCC3	14	-4	20	-3	2	-4	6	9	6	3	-0.7
43	Cc1nc2ccccc2c(=O)n1Cc1ccc([N+](=O)[O-])cc1	-1	-1	2	-2	-20	20	16	-2	-7	-26	-0.6
44	C#CCCOC(=O)N1C2=NC(C(=O)OC)=C(C(=O)OC)[C@@H]3N(C)c4ccc(OC)cc4[C@]23C[C@H]1C(=O)OC	-26	-3	2	-2	-6	-3	-1	-6	7	27	2.8
45	Cc1cc(C)c(NC(=O)CS(=O)CC(=O)Nc2cccnc2)c(C)c1 (stereo not drawn)	-4	-7	1	0	-4	-1	17	-5	8	-11	-3.6
46	CC(=O)N1c2ccc(S(=O)(=O)N3CCCCC3)cc2CC1C(=O)NCc1ccccc1C (stereo not drawn)	-9	-6	-6	2	-5	-23	-5	1	-5	12	-0.6
47	O=c1[nH]c(CN2CCCCC2)nc2ccccc12	7	5	16	4	-6	6	-15	9	1	-28	4.2
48	COc1ccc(N2CCN(C(=O)COC(=O)c3ccco3)CC2)cc1	-3	-2	-2	2	-10	8	12	0	15*	14	0.2
49	C/C(CC(=O)NC1CCCCC1)=N\NC(=O)Cc1ccc(-c2ccccc2)cc1	1	-15	-5	-3	-2	18	10	40	-1	1	-1.7
50	COc1cccc(CN(C)C(=O)CC[C@H]2O[C@@H](n3ccc(=O)[nH]c3=O)[C@H](O)[C@@H]2O)c1	-13	.	4	.	-3	16	18	.	-2	-3	-0.5
51	O=C(O)c1c2c(nc3ccccc13)/C(=C/c1ccccc1[N+](=O)[O-])CCC2	9	0	-2	4	-2	2	13	10	4	0	0.2
